GAA inhib = qHTS Assay for Inhibitors of Human alpha-Glucosidase as a Potential Chaperone Treatment of Pompe Disease; 0.005% of 200,000 active; purified human GAA, 4-MU-alpha-glucoside fluorescence; Lysosomal alpha-glucosidase (Homo sapiens), P10253; AID 1466, 2008; Potency, µM (series often up to 76.9 µM), inactives show at the top dose activity change, negative = inhibition, usual class: inhibitors;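 further: plate controls were uninhibited enzyme wells for no effect and no-enzyme background for full effect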
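Human alpha-glucosidase, 4 nM, pre-mixed with test compounds before 400 uM 4-methylumbelliferyl substrate; 20 min room temperature at pH 5.0. Fluorescence read after pH 10 stop; AC50 values from Hill-equation fits.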
SMN2 splice enh = qHTS Assay for Enhancers of SMN2 Splice Variant Expression; Potency, µM (highest dose often 46.1 µM), for inactives: at the highest dose activity change, positive = activation, most hits filed as activators; 2.8% of 210,000 active; AID 1458, 2008; HEK293 SMN2-luciferase splicing reporter, luminescence, 30-36 h; further: % of control where 0% means no effect; nearly all actives have a fitted effect of over 55% in size
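qHTS luciferase splicing reporter: luminescence rises when SMN2 exon 7 is included in transfected HEK293 cells. Compound exposure lasted 30-36 h at 37C, with 4.5 mM final sodium butyrate as control, followed by a ONE-Glo read.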
GoLoco inh red = qHTS Assay for Inhibitors of RGS12 GoLoco Motif Activity (Red Fluorophore); 0.44% of 230,000 active; Potency, µM (series often up to 61.6 µM), for inactives: top-dose activity, negative = inhibition, usual class: inhibitors; Gai1:RGS12 GoLoco peptide FP, rhodamine, 10 min; active means well fitted inhibition curve with a large enough effect, not every such curve was filed as active; inactive means no such curve, though single readings can be large or run the other way; further: on the % scale 0 is the no-effect control and ±100 the full control effect; nearly all actives have a fitted effect of over 30% in size; many of its hits are not listed in these tables
Target sequence (P63096 whole entry, looked up): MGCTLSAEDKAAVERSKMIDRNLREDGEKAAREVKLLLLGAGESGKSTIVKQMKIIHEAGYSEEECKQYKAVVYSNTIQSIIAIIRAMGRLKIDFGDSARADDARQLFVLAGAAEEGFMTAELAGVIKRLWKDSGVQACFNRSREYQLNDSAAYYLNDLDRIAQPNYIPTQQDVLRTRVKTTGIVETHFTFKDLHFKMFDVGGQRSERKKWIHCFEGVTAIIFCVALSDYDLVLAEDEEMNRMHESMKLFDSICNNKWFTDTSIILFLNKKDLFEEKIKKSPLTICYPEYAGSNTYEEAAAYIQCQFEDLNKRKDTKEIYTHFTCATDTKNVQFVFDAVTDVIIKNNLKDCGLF
ALDH1A1 inh = qHTS Assay for Inhibitors of Aldehyde Dehydrogenase 1 (ALDH1A1); Aldehyde dehydrogenase 1A1 (Homo sapiens), P00352; Potency, µM (series often up to 75.3 µM), for inactives: at the highest dose activity, negative = inhibition, usual class: inhibitors; 7.3% of 220,000 active; Purified ALDH1A1, NADH fluorescence, propionaldehyde substrate; active means well fitted inhibition curve with a large enough effect, not every such curve was filed as active; inconclusive means small, poorly fitted or top-dose-only effect, or another doubt; inactive means no such curve, though single readings can be large or run the other way;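 further: plate controls were no enzyme wells and a reference inhibitor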
GAA glycogen = qHTS Assay for Inhibitors and Activators of Human alpha-Glucosidase Cleavage of Glycogen | Potency, µM (titrated, usually from 76.4 µM), without a hit: at the top dose activity change, negative = inhibition, usual class: inhibitors | Lysosomal alpha-glucosidase (Homo sapiens), P10253 | 0.38% of 300,000 active | recombinant GAA, glycogen substrate, Amplex Red glucose oxidase fluorescence;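 further: 0% = full enzyme reaction and -100% = no-enzyme basal signal; the screen sought inhibitors and activators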
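Recombinant human enzyme (4 nM); glycogen substrate; 37 C, 40 min, pH 5.0. Readout: coupled glucose oxidase/Amplex Red fluorescence.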
GAA spleen mod = qHTS Assay for Inhibitors and Activators of Human alpha-Glucosidase From Spleen Homogenate; Lysosomal alpha-glucosidase (Homo sapiens), P10253; human spleen homogenate, 4-MU-alpha-glucoside fluorescence; Potency, µM (titrated, usually from 79.9 µM), inactives show at the highest dose activity change, negative = inhibition, actives largely listed as inhibitors; 0.006% of 240,000 active; AID 2112, 2009;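 further: 0% = enzyme with vehicle and -100% = no enzyme basal signal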
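AC50 values come from Hill-equation fits of concentration-response data, normalized to no-enzyme and full-activity controls. Enzyme source: 1 ug human spleen homogenate; 1 mM fluorogenic 4-MU glucoside, pH 5.0 citrate buffer, 37 C, 40 min.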
JMJD2E inh = qHTS Assay for Inhibitors of Human Jumonji Domain Containing 2E (JMJD2E). Lysine-specific demethylase 4E (Homo sapiens), B2RXH2. JMJD2E catalytic domain, FDH-coupled NADH fluorescence (FDH is formaldehyde dehydrogenase). Potency, µM (doses to about 57.1 µM), for the others: top-dose activity change, negative = inhibition, most hits filed as inhibitors. 1.6% of 230,000 active. AID 2147, 2009; active means well fitted inhibition curve with a large enough effect, not every such curve was filed as active; inconclusive means small, poorly fitted or top-dose-only effect, or another doubt; inactive means no such curve, though single readings can be large or run the other way;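 further: 0% = wells with enzyme and -100% = buffer wells without enzyme; nearly all actives have a fitted effect of over 50% in size; many of its hits are not listed in these tables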
Target sequence (B2RXH2 1-337 limits assumed): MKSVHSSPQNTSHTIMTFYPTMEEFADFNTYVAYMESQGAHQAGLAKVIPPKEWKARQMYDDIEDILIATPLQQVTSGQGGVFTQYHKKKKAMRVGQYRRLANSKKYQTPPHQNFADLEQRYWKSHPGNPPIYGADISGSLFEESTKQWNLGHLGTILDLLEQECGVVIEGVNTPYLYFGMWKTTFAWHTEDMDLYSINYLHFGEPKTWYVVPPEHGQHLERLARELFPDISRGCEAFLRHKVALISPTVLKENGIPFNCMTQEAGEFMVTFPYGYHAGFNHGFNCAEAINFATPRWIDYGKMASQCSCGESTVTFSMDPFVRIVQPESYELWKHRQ
aGal spleen mod = qHTS Assay for Inhibitors and Activators of Human alpha-Galactosidase From Spleen Homogenate | 0.008% of 240,000 active | AID 2107, 2009 | Potency, µM (top dose mostly 80 µM), without a hit: top-dose activity change, negative = inhibition, usual class: inhibitors | human spleen homogenate, 4MU-alpha-Gal fluorescence, 40 min;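 further: 0% = enzyme with vehicle and -100% = no enzyme basal signal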
Target sequence (P06280 32-429 limits assumed): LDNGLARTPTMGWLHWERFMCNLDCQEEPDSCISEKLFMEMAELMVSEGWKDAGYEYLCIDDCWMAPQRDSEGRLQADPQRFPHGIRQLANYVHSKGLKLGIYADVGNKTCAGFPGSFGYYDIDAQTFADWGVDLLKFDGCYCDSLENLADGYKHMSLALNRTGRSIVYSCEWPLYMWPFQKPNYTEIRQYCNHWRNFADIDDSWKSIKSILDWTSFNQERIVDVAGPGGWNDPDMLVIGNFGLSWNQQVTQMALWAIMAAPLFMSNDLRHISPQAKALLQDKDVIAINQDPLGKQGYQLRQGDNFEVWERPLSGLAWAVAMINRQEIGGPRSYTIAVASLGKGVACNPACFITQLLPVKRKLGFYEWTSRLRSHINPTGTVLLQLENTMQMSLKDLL
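Inhibition or activation of alpha-galactosidase in human spleen homogenate is scored by 4-MU fluorescence after 40 min at 37C, pH 5.0, with 1 mM substrate. AC50s come from concentration-response fitted to the Hill equation.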
An asterisk follows results filed as active; ? = inconclusive; . = not tested or not shown; & = joins results of further samples; [ ] = remark or other dose. Unless noted, the call rests on the fitted dose curve; in most records, active means well fitted curve in the direction sought with a large enough effect; inconclusive means small, poorly fitted or top-dose-only effect, or another doubt; inactive means no such curve, though single readings can be large; an effect the other way counts as inactive or inconclusive. Potency means the concentration at half of the fitted maximal effect. An excerpt; the hit share may differ from the screen's.

SMILES	GAA inhib	SMN2 splice enh	GoLoco inh red	ALDH1A1 inh	GAA glycogen	GAA spleen mod	JMJD2E inh	aGal spleen mod
O=C(Nc1cc2c3c(c1)C1CCCC1CN3CC1CCCC21)c1ccccc1 (stereo unspecified)	?	-20%	22%	?	?	-8%	?	0%
O=C(Nc1ccccc1N1CCCCC1)c1ccc(N2C(=O)c3ccccc3C2=O)cc1	-4%	-8%	-6%	-2%	-3%	-16%	-12%	3%
CCc1ccc(C(=O)COC(=O)c2cc([N+](=O)[O-])ccc2NCCO)cc1	-9%	-17%	8%	?	9%	-6%	-1%	-7%
CCOC(=O)CSc1cc(-c2ccccc2)nc2ncnn12	.	.	7%	.	5%	-5%	-11%	-3%
CC1CCCCN1CCNC(=O)c1cc2c(-c3ccccc3F)nn(C)c2s1 (stereo unspecified)	-3%	5%	1%	?	-12%	-4%	?	-4%
Cc1cccc(C(=O)N(Cc2nc3ccccc3c(=O)[nH]2)C2CCCC2)c1	0%	.	-5%	-13%	5%	2%	12%	-8%
CC(=O)[C@@]1(O)CC[C@H]2[C@@H]3C[C@H](C)C4=CC(=O)CC[C@]4(C)[C@H]3CC[C@@]21C	-26%[15.4 µM]	-27%	18%&-10%	9%&12%	-10%	7%&-1%	-5%	9%&-2%
CCOC(=O)c1c(C)[nH]c(C(=O)COC(=O)CNC(=O)C2CCCCC2)c1C	6%	?	-15%	13%	1%	-5%	2%	-5%
CCOC(=O)N1CCN(C(=O)C2CCCN(S(=O)(=O)c3cc(C)ccc3OC)C2)CC1 (stereo unspecified)	-15%	?	-2%	-3%	3%	-6%	-1%	2%
CC(C)CCNC(=O)CCCOc1cc(=O)n(C)c2ccccc12	1%	13µM*	0%	-1%	9%	-6%	-1%	-5%
CCCC(=O)OC/C(O)=C(\C#N)c1nc2ccccc2[nH]1	1%	-31%[inhibitor]	35%[activator]	-8%	-3%	-4%	-1%	6%
Cn1cc(C(=O)N/N=C/c2ccc([N+](=O)[O-])cc2)c2ccccc21	.	.	2%	.	0%	-3%	-11%	7%
CCCNC(=O)/C(=C/c1cn(S(=O)(=O)N(C)C)c2ccccc12)NC(=O)c1ccc(OC)cc1	-7%	.	7%	-8%	0%	2%	-2%	0%
CCOC(=O)c1sc(NC(=O)c2cc3c(C)nn(-c4ccccc4)c3s2)nc1C	6%	-2%	-2%	5%	8%	-4%	-2%	0%
CC(=O)N1CCC(=NNc2ccc(S(N)(=O)=O)cc2[N+](=O)[O-])CC1	.	.	1%	.	?	-3%	-5%	0%
CCN(CCNC(=O)C1CC(=O)N(CCc2ccccc2)C1)c1ccccc1 (stereo unspecified)	3%	10%	-8%	2%	13%	-13%	13%	0%
CN1CC(=O)N(CC(=O)NCc2ccc(F)cc2)c2ccccc2C1=O	2%	-10%	-6%	-4%	-9%	5%	-12%	1%
CC(=O)c1c(C)[nH]c(C(=O)N(C)C(c2ccccc2)c2ccccc2)c1C	-4%	-1%	-3%	18µM*	21%	5%	-22%	1%
COc1cccc(NC(=O)c2ccco2)c1	-4%	10µM*	6%	-9%	0%	-6%	1%	0%
O=C1OCCC1Sc1nnc(-c2cccs2)n1Cc1ccccc1 (stereo unspecified)	-2%	-6%	-4%	20µM*	9%	-9%	-2%	-2%
COc1cccc(C(=O)Nc2ccccc2C(=O)N2CCCC2)c1	-6%	-42%	-5%	-15%	-1%	-5%	-1%	-2%
O=C(COC(=O)c1ccc(Oc2ccccc2)cc1)Nc1nnc(-c2ccccc2)o1	-7%	6%	15%	-5%	6%	7%	?	12%
COc1ccc(CCNC(=O)COC(=O)/C=C/c2cccs2)cc1OC	-1%	3%	11%	4%	24%	-3%	-1%	-12%
CCC(C)(C)c1nnc(NC(=O)c2ccc([N+](=O)[O-])cc2)s1	4%	-8%	1%	11%	4%	-3%	-5%	8%
COCCNC(=O)C(OC(=O)c1cccs1)c1ccc(F)cc1 (stereo unspecified)	8%	.	8%	4%	16%	0%	4%	1%
More results:
SMILES	GAA inhib	SMN2 splice enh	GoLoco inh red	ALDH1A1 inh	GAA glycogen	GAA spleen mod	JMJD2E inh	aGal spleen mod
CN1CCCC(OC(=O)c2cc(Br)ccc2Cl)C1 (stereo unspecified)	-6%	3%	3%	-1%	10%	-11%	6%	-21%
CCOC(=O)c1ccc2ncc(C(=O)OCC)c(Nc3ccc(N4CCOCC4)cc3)c2c1	-5%	-49%[inhibitor]	9%	5%	?	12%	-4%	6%
Nc1c(-c2cccc(Cl)c2)cnn1-c1cccc([N+](=O)[O-])c1	0%	-9%	-2%	-5%	-10%	-3%	-4%	6%
CC(C)(C)NC(=O)COC(=O)c1ccc(F)cc1Cl	-5%	18%	-5%	6%	1%	-16%	-3%	-1%
CC(CCC(=O)O)C1CCC2C3CC(O)[C@@H]4CC(O)CC[C@]4(C)C3CC[C@@]12C (stereo partly specified)	.	4%	-1%	11%	.	7%	-5%	22%
O=C1CC(N2CCC(O)(c3ccc(Br)cc3)CC2)C(=O)N1c1ccc(Cl)cc1 (stereo unspecified)	-3%	5%	-12%	-11%	-6%	9%	-2%	4%
CCOC(=O)C1CCN(C(=O)CSCc2nc(-c3ccc(OCC)cc3)oc2C)CC1	-4%	-79%[inhibitor]	-3%	?	3%	-4%	?	3%
Cc1nn(-c2ccccc2)c(Cl)c1/C=C1/C(=N)N2N=C(C(C)C)SC2=NC1=O	-1%	7%	9%	?	-3%	-10%	?	3%
Cc1ccc(Cl)cc1NC(=O)COC(=O)C1CC1	2%	5%	6%	5%	4%	12%	-3%	-1%
Cc1ccc(NC(=O)c2sc(N)nc2-c2ccccc2)cc1C	-19%	-1%	4%	?	3%	-3%	-22%	-7%
CCOC(=O)C1CCN(S(=O)(=O)c2ccc(OCC)cc2)CC1	-8%	-15%	-3%	2%	-5%	4%	0%	10%
CC1=CC(C)(C)n2c(O)c(N=NC(N)=S)c3cccc1c32	0%	-14%	10%	?	-5%	-1%	2%	2%
CCCCCCc1cc2cc(C(=O)Nc3ccccc3OC)c(=O)oc2cc1O	8%	-41%[inhibitor]	3%	6%	-2%	-1%	-6%	4%
C/C(=N/NC(=O)c1ccco1)c1ccc(NC(=O)c2ccc(F)cc2)cc1	-4%	16µM*	0%	0%	-5%	-2%	-12%	2%
COc1ccc(S(=O)(=O)Nc2cccc(NC(C)=O)c2)cc1	-7%	9%	-4%	9%	-4%	5%	4%	0%
O=C(NC(Cc1ccccc1)C(=O)O)/C(=C/c1ccc(F)cc1)NC(=O)c1ccccc1 (stereo unspecified)	2%	12%	-10%	22%	11%	-3%	5%	-7%
Cc1ccc(NC(=O)c2cc(N3C(=O)C=CC3=O)ccc2Cl)cc1C	-6%	0%	-10%	2.2µM*	17%	0%	-22%	-5%
CCOC(=O)CN1C(=O)N[C@@H](CCc2ccccc2)C(C(C)=O)=C1C	.	-1%[9.22 µM]	-3%[14.2 µM]	4%[13.5 µM]	.	5%[17.4 µM]	-2%[11.4 µM]	5%[17.5 µM]
Clc1ccc2nc(CSc3ncn[nH]3)cn2c1	5%	30%	15%	-13%	8%	-13%	-19%	0%
CCC12CC3CC(C1)CC(C(=O)Nc1nn[nH]n1)(C3)C2	-3%	-10%	7%	-2%	-21%	-13%	3%	-4%
CC(C)C(OC(=O)c1cccs1)C(=O)NC1CCCCC1 (stereo unspecified)	-13%	-49%[inhibitor]	5%	-14%	4%	0%	1%	3%
Cc1ccc(CN2CCSc3sccc3C2=O)cc1	-10%	.	6%	0%	16%	1%	-1%	1%
O=C(c1cc(-c2ccccc2)nc2ccccc12)N1N=C(C(F)F)CC1(O)C(F)F (stereo unspecified)	3%	-1%	-1%	-2%	-2%	-13%	-4%	-2%
CCN(c1ccccc1)S(=O)(=O)c1cc(NC(=O)CSc2n[nH]c(=O)[nH]c2=O)ccc1Cl	.	.	3%	.	-9%	3%	0%	5%
COc1ccccc1CNC(=O)C(NS(=O)(=O)c1cccc2nsnc12)C(C)C (stereo unspecified)	.	.	-11%	.	8%	1%	14%	4%

Sorted by the number under ALDH1A1 inh (low to high): some entries from above.
compound | ALDH1A1 inh
Clc1ccc2nc(CSc3ncn[nH]3)cn2c1 | -13%
C/C(=N/NC(=O)c1ccco1)c1ccc(NC(=O)c2ccc(F)cc2)cc1 | 0%
CC(C)(C)NC(=O)COC(=O)c1ccc(F)cc1Cl | 6%

(list continues)
SMILES	GAA inhib	SMN2 splice enh	GoLoco inh red	ALDH1A1 inh	GAA glycogen	GAA spleen mod	JMJD2E inh	aGal spleen mod
CN(C)/C=C1\Oc2ccc3ccccc3c2C1=O	?	18µM*	15%	?	1%	-2%	?	-6%
CC1CCCN(CCCOc2ccc(Br)cc2Cl)C1 (stereo unspecified)	.	.	-14%	-2%	-3%	3%	?	8%
Cc1nnc(C)n1N	?	-3%	7%	7%	4%	0%	-2%	10%
O=C(N1CCCCCC1)n1c(Cc2ccccc2)nc2ccccc21	-2%	-10%	-12%	-7%	-16%	5%	2%	-5%
Cn1cnnc1SC1c2cccc3cccc(c23)C1NS(=O)(=O)c1ccc(Cl)cc1 (stereo unspecified)	-4%	-11%	-8%	?	-8%	-8%	7%	-15%
CCCC(=O)Nc1cccc(NC(=O)c2ccc3c(c2)OCO3)c1	-1%	?	5%	4%	-4%	1%	12%	-2%
O=C(Cn1cc(/C=N/O)c2ccccc21)N1CCOCC1	7%	11%	-4%	3%	-2%	-19%	8%	1%
CCOCCCNc1nc2c([nH]1)c(=O)n(C)c(=O)n2C	2%	12%	-1%	8%	?	5%	-2%	-7%
O=C(Cn1cc2c(n1)CCCC2)NCc1ccccn1	2%	4%	16µM*	2%	-8%	2%	-4%	2%
O=C(Cn1nnc(-c2ccc(F)cc2)n1)OCC(=O)c1ccccc1	2%	4%	37%[activator]	?	-5%	0%	-16%	-4%

High-throughput results as filed in PubChem BioAssay.
